# GPR55 LPI antagonism = GPR55 antagonists blocking LPI-driven arrestin recruitment, primary screen, imaging, U2OS, beta-arrestin-GFP, LPI agonist (AID 2013) | U2OS GPR55 beta-arrestin-GFP translocation imaging, LPI antagonism; higher % means a stronger effect | inhibition, % at 10 µM, or IC50 in µM where a hit was titrated | actives 0.13% (n = 290,000) | G-protein coupled receptor 55 (Homo sapiens);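 active = spots per cell inhibited over 60%, with over 100 cells counted and total cytoplasm intensity under 500,000; inconclusive = wells with under 100 cells, flagged as likely toxic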;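 note: U2OS cells stably carrying GPR55 and arrestin-GFP stimulated by 5 µM LPI near EC80; imaged beta-arrestin-GFP aggregate spots per cell after agonist stimulation; plate controls were LPI-stimulated DMSO wells for no effect and DMSO wells without LPI for full effect; some results filed as inactive read as strong as hits; confirmed hits need IC50 under 10 µM and bright autofluorescent wells are also inconclusive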
# Dengue-2 NS5 capping = Dengue-2 NS5 methyltransferase inhibitors, primary screen, biochemical, confirmation dose response (AID 588689). Dengue-2 NS5 methyltransferase capping enzyme assay, biochemical; higher % means a stronger effect. one-dose inhibition, % at 25 µM; IC50 in µM for titrated hits. actives 0.3% (n = 340,000); in the data active = a potency from the dose series; inconclusive = inhibition above about 29% without an active follow-up result
# GPR35 arrestin U2OS = GPR35 antagonists blocking zaprinast-driven arrestin recruitment, primary screen, imaging, U2OS, beta-arrestin-GFP, zaprinast agonist (AID 2058). one-dose inhibition, % at 10 µM; IC50 in µM for titrated hits. U2OS GPR35 beta-arrestin-GFP translocation imaging, zaprinast antagonism; higher % means a stronger effect. actives 0.052% (n = 290,000). G-protein coupled receptor 35 (Homo sapiens);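 active = inhibition of at least 50% with at least 30 cells and total cytoplasm GFP at most 10,000,000; inconclusive = under 30 cells or total GFP of 10,000,000 plus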
# Large T inhibition = SV40 large T antigen inhibitors, biochemical (AID 1903). actives 0.39% (n = 310,000). inhibition, % at 20 µM, or IC50 in µM where a hit was titrated. SV40 large T antigen ATPase/helicase inhibition assay; higher % means a stronger effect; in the data active = a potency from the dose series; inconclusive = inhibition mostly from about 32% at the one dose, without a potency; inactive = the rest, 99 in 100 with inhibition below about 32%; note: strong numbers were not always called active
# Rac1 GTP hydrolysis = MgcRacGAP GTPase-activating activity inhibitors, confirmation, biochemical, ADP Hunter fluorescence; AID 624330, 2012; one-dose inhibition, % at 30 µM; IC50 in µM for titrated hits; Rac GTPase-activating protein 1 (Homo sapiens); MgcRacGAP-stimulated Rac1 GTP hydrolysis, ADP Hunter fluorescence; higher % means a stronger effect; GST-tagged Rac1 F28L mutant substrate; actives 0.6% (n = 340,000);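 active = first-screen hits whose inhibition reached a set limit at any dose in the follow-up dose series; inconclusive = inhibition above the set first-screen limit but never retested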;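 note: fluorescence reports GDP produced by GAP-driven GTP hydrolysis; strong numbers were not always called active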
# RSV CPE inhibition = RSV antiviral activity via CPE protection, HEp-2 cells, primary 10 µM value included (AID 2391); actives 0.13% (n = 310,000); HEp-2 cells, RSV-induced CPE inhibition; higher % means a stronger effect; one-dose CPE inhibition, % at 10 µM; IC50 in µM for titrated hits; in the data active = a potency from the dose series; inconclusive = CPE inhibition mostly from about 23% at the one dose, without a potency; inactive = the rest, 99 in 100 with CPE inhibition below about 21%; note: strong numbers were not always called active
# HIV peptide binding = inhibitors of HIV fusion peptide binding, primary screen, biochemical, uHTS, fluorescence dequenching (AID 1986); actives 0.3% (n = 290,000); cell-free peptide binding, fluorescence dequenching, 30 min; higher % means a stronger effect; one-dose inhibition, % at 20 µM; IC50 in µM for titrated hits; in the data active = inhibition mostly above about 52%, no sharp cut-off; inactive = mostly below about 76%; note: some results filed as inactive read as strong as hits
# PhoP inhibition = inhibitors of PhoP regulon expression, primary screen, Salmonella Typhimurium, GFP reporter (AID 1863) | S. Typhimurium PhoP-regulated promoter GFP reporter, 4 h; higher % means a stronger effect | inhibition, % at 50 µM; hits with a dose series show IC50 in µM | actives 0.16% (n = 300,000);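 active = inhibition over 29.93%, a cutoff 3 SD above the screen mean, later confirmed by dose response; inconclusive = inhibition over 29.93% but no dose response follow-up; inactive = inhibition at most 29.93% or unconfirmed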;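 note: 0% = low Mg2+ inducing control and 100% = high Mg2+ repressing control; strong numbers were not always called active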
# K1F lysis inhibition = inhibition of K1F phage lysis, E. coli UTI89, bacterial capsule biogenesis inhibitors, alamar blue (AID 488966); E. coli UTI89 K1F phage lysis, alamar blue, 2 h; higher % means a stronger effect; inhibition, % at 100 µM; hits with a dose series show IC50 in µM; actives 0.02% (n = 340,000);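 active = phage lysis inhibition, versus mean bacterial control, above a set limit; inconclusive = no clear call, values can overlap the other calls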;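 note: capsule biogenesis inhibitors block K1F phage lysis so surviving cells raise fluorescence; higher fluorescence means more inhibition of phage lysis; actives were called in the ten point dose series up to 300 µM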
# Dengue-2 NS5 capping pilot replicate = recorded beside Dengue-2 NS5 capping, whose call it bears; inhibition, %; measured here: pilot screen replicate inhibition
# * hit, by the source's call; ? = inconclusive; · = not tested or not shown; [ ] = remark or other dose.
SMILES,GPR55 LPI antagonism,Dengue-2 NS5 capping,GPR35 arrestin U2OS,Large T inhibition,Rac1 GTP hydrolysis,RSV CPE inhibition,HIV peptide binding,PhoP inhibition,K1F lysis inhibition,others
O=C(Nc1ccc(N2CCOCC2)cc1)C1CCN(S(=O)(=O)Cc2ccccc2)CC1,-7%,-3%,3%,15%,5%,0.5%,-2.5%,3%,0.0%,
CCn1c(-c2cc(OC)c(OC)c(OC)c2)n[nH]c1=S,27%,-6%,0%,9%,15%,0.0%,-0.3%,19%,2.6%,
COc1ccc(C(=O)C2CCCN(C(=O)c3ccnn3C)C2)c(C)c1 (configuration not stated),6%,1%,-3%,5%,9%,2.3%,0.0%,-5%,-0.1%,
CCOC(=O)Cn1c(=O)oc2cc(S(=O)(=O)NCCC(C)C)ccc21,1%,-6%,2%,53%,2%,1.3%,-1.0%,12%,0.2%,
O=C(CS(=O)(=O)Cc1ccccc1)NCc1ccccc1Cl,21%,-12%,4%,16%,0%,1.5%,1.1%,6%,0.0%,
CN(C(=O)c1cc(C(=O)N(C)c2ccccc2)cc([N+](=O)[O-])c1)c1ccccc1,17%,-8%,0%,8%,6%,2.1%,1.9%,-4%,0.9%,
CN(C(=O)c1ccc2ccccc2c1)c1ccccn1,-7%,0%,13%,4%,6%,0.5%,0.0%,6%,0.1%,
CN(C)CCCN=Cc1c(-c2ccccc2)[nH]n(-c2nc3ccccc3s2)c1=O,0%,-2%,0%,9%,21%,2.8%,11%,-1%,-1.2%,
O=C(CSc1ccccc1)Nc1ccc(NC(=O)c2ccco2)cc1,4%,6%,3%,3%,3%,0.0%,-0.5%,-1%,-1.1%,
COc1ccc(S(=O)(=O)Nc2cccc(S(=O)(=O)N3CCCC3)c2)cc1OC,·,-7%,·,12%,1%,0.8%,·,3%,-0.2%[50 µM],
CC(=O)NC(Cc1c[nH]c2ccccc12)C(=O)NCCc1ccccn1 (configuration not stated),4%,-2%,-7%,6%,8%,0.6%,0.0%,-5%,0.3%,
Cc1ccc(NC(=S)Nc2cccc(-c3n[nH]c(=S)o3)c2)cc1,-1%,-6%,21%,28%,6%,0.5%,2.8%,-5%,-0.7%,
COC(=O)C(O)(NC(=O)NC(C)=O)C(F)(F)F (configuration not stated),8%,·,-7%,16%,-3%,2.1%,-1.7%,7%,0.7%,
C/C(=N\NC(=O)c1ccc(NS(=O)(=O)c2cccs2)cc1)c1ccc(C(C)(C)C)cc1,9%,-7%,8%,19%,8%,8.5µM*,2.2%,-1%,0.3%,
CCOC(=O)N1CCN(C(=O)/C=C/c2ccc3c(c2)OCO3)CC1,-4%,1%,11%,15%,5%,2.2%,1.9%,1%,4.6%,
NC(=O)CC(NC(=O)Cc1ccc(Cl)cc1)c1ccc(NC2CCCCC2)c([N+](=O)[O-])c1 (configuration not stated),2%,-2%,10%,7%,-5%,2.0%,4.3%,4%,1.0%,
O=C(CN1c2ccccc2S(=O)(=O)c2ccccc21)Nc1ccccc1F,25%,6%,11%,5%,-7%,9.4%,1.5%,3%,-0.3%,
CCOC(=O)Cc1csc(NC(=O)CSc2nncn2C)n1,5%,2%,-10%,-4%,7%,1.8%,0.7%,0%,0.8%,
O=C(O)Cc1c(-c2ccccc2Cl)c2cc(Br)ccc2[nH]c1=O,15%,3%,4%,16%,8%,2.1%,4.9%,-3%,0.1%,
Cc1cc(C)c(NC(=O)COC(=O)c2nc3nccc(C)n3n2)c(Cl)c1,·,-4%,·,·,2%,0.6%,·,·,0.6%[50 µM],
CC(=O)c1sc(C(C)(C)C)cc1NC(=O)c1ccccc1C(=O)O,-7%,·,-1%,8%,·,2.2%,-0.8%,5%,·,
COCCn1c(=O)c2c(nc3n2CCCN3CCc2ccc(OC)c(OC)c2)n(C)c1=O,1%,1%,1%,1%,9%,1.6%,2.0%,6%,-0.6%[50 µM],
CCCCc1ccc(N2C(=NC(=O)C3CCCO3)SC3CS(=O)(=O)CC32)cc1 (configuration not stated),7%,-9%,18%,·,5%,0.9%,-0.1%,-3%,0.1%,
O=C(Nc1cccn(Cc2c(Cl)cccc2Cl)c1=O)C1CC1,-2%,3%,-18%,7%,-6%,8.0%,-0.8%,-2%,-1.7%,
O=C(NCCS(=O)(=O)N1CCN(c2ccccc2)CC1)c1ccccc1F,·,-1%,·,5%,1%,2.5%,·,-10%,1.3%[50 µM],
CCc1ccc(Nc2n[n+](-c3ccccc3)c(-c3ccc(N(CC)CC)cc3)s2)cc1,?,-62%,?,25%,5%,-3.7%,32%,-58%,11%,
O=C(Cc1ccc([N+](=O)[O-])cc1)c1ccc(O)cc1O,10%,3%,-4%,9%,9%,-1.9%,-3.1%,-5%,0.8%,
C=CCOC(=O)c1cn(CC)c2nc(C)ccc2c1=O,-4%,-5%,6%,2%,3%,-0.9%,-1.5%,-2%,2.1%,
CC(C#N)Sc1ccc(S(=O)(=O)N2CCCCC2)cn1 (configuration not stated),·,-11%,·,·,-3%,1.4%,·,·,0.8%[50 µM],
Cc1ccccc1C(=O)Nc1cccc(NC(=O)c2ccccc2[N+](=O)[O-])c1,6%,-5%,5%,4%,9%,0.9%,-0.2%,8%,0.4%,
O=C(NCC1CCCO1)c1nn2c(C(F)(F)F)cc(-c3cccs3)nc2c1Cl (configuration not stated),2%,16%,-7%,13%,0%,2.4%,7.4%,-2%,0.5%,
COCCN1Cc2cccc(C(=O)Nc3ccc(-c4nc5ccccc5[nH]4)cc3)c2C1=O,-2%,3%,-20%,8%,7%,1.4%,2.3%,0%,0.2%,
COc1ccc2[nH]c3c(=O)n(Cc4ccco4)cnc3c2c1,15%,3%,-7%,-6%,6%,1.6%,-0.5%,-2%,-0.1%,
CCOCC(=O)Nc1cc([N+](=O)[O-])ccc1C,7%,3%,7%,2%,4%,1.1%,0.1%,-3%,1.1%,
O=C(COC(=O)c1ccc(NS(=O)(=O)c2cccs2)cc1O)Nc1ccc(F)cc1,24%,-6%,-8%,7%,5%,?,23%,-7%,-0.1%,
Cc1cccc(-c2nc(CS(=O)CC(=O)NC3CCCC3)c(C)o2)c1 (configuration not stated),25%,-6%,6%,-3%,0%,·,3.2%,-2%,1.2%,
FC(F)(F)c1cccc(Oc2ccc3c(C(F)(F)F)cc(C(F)(F)F)nc3n2)c1,15%,5%,12%,3%,-15%,-0.6%,-3.3%,-3%,0.0%,
COC(=O)[C@H](CC(C)C)NC(=O)Nc1cccc(Br)c1,7%,-9%,-5%,17%,11%,1.1%,-2.4%,-9%,-0.1%,
O=C(Cc1ccc(Cl)cc1)Nc1ccccc1C(=O)N1CCCCC1,5%,-8%,7%,5%,10%,0.6%,-0.3%,10%,0.9%[50 µM],
O=C(Nc1ccc(Br)cc1)C1OCCc2ccccc21 (configuration not stated),-7%,6%,-7%,17%,12%,?,-1.5%,-10%,0.5%,
CCCNC(=O)c1c[nH]c2ccc(S(=O)(=O)N(C)c3ccc(OCC)cc3)cc2c1=O,-5%,·,-1%,-5%,·,16%,0.2%,7%,·,
CN(/N=C/c1ccccc1Cl)c1ncc(Cl)cc1C(F)(F)F,-5%,7%,14%,3%,11%,·,0.1%,-6%,-1.0%,
Cc1c(C(=O)O)cccc1-n1c(C)cc(/C=C(/C#N)C(=O)NCc2ccccc2)c1C,16%,·,-2%,7%,·,9.7%,6.1%,-10%,·,
COc1ccc(NC(=O)C(c2ccc(Cl)cc2)C(C)C)cn1 (configuration not stated),19%,-1%,11%,1%,7%,1.4%,8.4%,1%,0.2%[50 µM],
C#Cc1ccc([C@@H]2C=C(C(=O)Nc3ccccc3)O[C@H](OCC)[C@H]2CCCO)cc1,-4%,-5%,-10%,5%,8%,8.5%,-0.6%,-3%,-0.5%,
O=C(C1CCCN(S(=O)(=O)c2ccccc2[N+](=O)[O-])C1)N1CCN(c2ccccc2)CC1 (configuration not stated),-2%,-8%,0%,-2%,13%,2.4%,17%,-4%,2.6%[50 µM],
Cc1cc(NCCCCO)n2c(nc3ccccc32)c1C#N,4%,-3%,5%,8%,7%,0.3%,4.6%,-6%,3.0%,
COc1ccc(NC(=O)c2ccccc2NC(=O)c2cccs2)cc1,11%,-7%,0%,7%,5%,0.4%,3.0%,2%,0.1%,
COc1ccc(OC)c(/C=C2\SC(=S)N(N3CCOCC3)C2=O)c1,13%,-12%,-1%,14%,13%,·,0.3%,-4%,0.7%,
Cc1ccc2c(c1)C(=O)C(=O)N2CC1COc2ccccc2O1 (configuration not stated),-4%,1%,-20%,13%,-5%,6.2%,-0.9%,-3%,-0.3%[50 µM],
O=C(COc1cccnc1[N+](=O)[O-])Nc1ccc(S(=O)(=O)N2CCOCC2)cc1,-1%,0%,-4%,18%,5%,0.1%,0.2%,2%,0.3%,
Cc1cccc(C(=O)Nc2c(C#N)c(C)c(C)n2Cc2ccccc2)c1,-8%,-9%,-9%,4%,-2%,1.0%,-0.5%,4%,0.1%,
CCCc1nc2c(sc3nc4c(cc32)COC(C)(C)C4)c(=O)n1Cc1ccco1,35%,-7%,-18%,11%,4%,1.3%,4.1%,5%,1.1%[50 µM],
O=C(OCc1ccc(Cl)cc1)c1ccccc1C(=O)c1ccccc1,0%,5%,-4%,-5%,5%,16%,-1.2%,-2%,0.0%,Dengue-2 NS5 capping pilot replicate=1.5
Cc1ccc(N2CC(C(=O)Nc3ccccc3C(=O)N3CCOCC3)CC2=O)cc1 (configuration not stated),3%,-5%,4%,4%,3%,2.7%,1.5%,-4%,2.4%,
CC12CCC(C(=O)N3CCOCC3)([C@H](Br)C1=O)C2(C)C (some centres not stated),-21%,·,17%,8%,·,1.1%,-0.2%,·,·,

# Source: PubChem (several laboratories)
